# Compound activity (PubChem BioAssay)
# ARNT TACC3 PPI – disruptors of ARNT/TACC3 protein interaction, primary screen, biochemical, AlphaScreen, single concentration. Transforming acidic coiled-coil-containing protein 3 (Homo sapiens), Q9Y6A5. AlphaScreen His-ARNT PAS-B/GST-TACC3 binding, luminescence; TACC3 fragment carries E629A point mutation. inhibition, % at 9.99 µM. hit rate 0.66% among 390,000. AID 623870, 2012;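 active = mean inhibition of replicates at least 50% and at least half of replicates each reaching 50%; inconclusive = half or more replicates reach 50% but mean below 50%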;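 note: 0% = complete ARNT plus TACC3 wells and 100% = ARNT alone without TACC3; many hits fall short of the cut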
# Cneo AK release – Cryptococcus neoformans cell lysis inducers, primary screen, AK release luminescence, single concentration | hit rate 0.2% among 360,000 | C. neoformans lysis, adenylate kinase release luminescence, 4 h; normalised: neutral wells 0, clomiphene wells 100 | lysis activity, % at 15 µM;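 active = mean lysis activity across replicates of at least 80%, whatever share of replicates individually reach that level; inactive = mean lysis activity below 80%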
#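 Material – log-phase Cryptococcus neoformans yeast cells · Input – 5 × 10^6 yeast cells/mL · Medium – fresh YPD growth medium · Doses – single compound concentration per well · Timing – static 4 h at 37 °C with compound, 1 h detection · Detection – adenylate kinase release luminescence · Read-out – signal increase indicating cell lysis · Control set – Clomiphene as positive lysis control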
# esBAF inh – Bmi1 luciferase reporter increase in mESCs, primary screen, esBAF inhibitor project, mouse ES cells, Bmi1 luciferase knock-in, single point; 24 h; 100% = twice the neutral-well signal; reporter increase, % at 12.5 µM; hit rate 2% among 350,000; AID 602393, 2012; in the data active = activation above about 40%; inconclusive = no clear call, values can overlap the other calls;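 note: 0% = median of the plate's neutral control wells and 100% = double that signal; a rise in the Bmi1 reporter signal indicates esBAF inhibition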
# SIRT5 inh – SIRT5 desuccinylase inhibitors, primary screen, biochemical, fluorescence imaging, single point, set 5 | NAD-dependent protein deacylase sirtuin-5, mitochondrial (Homo sapiens), Q9NXA8 | Purified SirT5, succinyl-peptide AMC, trypsin-coupled fluorescence | inhibition, % at 15 µM | hit rate 1.1% among 330,000 | AID 652115, 2013; in the data active = inhibition above about 15%; inconclusive = no clear call, values can overlap the other calls
# Target sequence (Q9NXA8 whole entry, looked up): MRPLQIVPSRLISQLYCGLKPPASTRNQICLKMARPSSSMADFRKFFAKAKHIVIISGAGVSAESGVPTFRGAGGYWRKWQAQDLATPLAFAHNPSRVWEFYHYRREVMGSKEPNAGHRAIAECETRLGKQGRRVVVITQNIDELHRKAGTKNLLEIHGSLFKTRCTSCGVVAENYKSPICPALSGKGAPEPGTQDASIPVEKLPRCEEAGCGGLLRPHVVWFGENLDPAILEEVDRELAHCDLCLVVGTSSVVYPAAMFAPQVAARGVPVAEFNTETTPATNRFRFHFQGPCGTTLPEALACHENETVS
# miR-122 sensor – miR-122 Renilla sensor signal increase in Huh7, primary screen, miR-122 inhibitor project, cell-based, single point, plate reader | hit rate 0.3% among 340,000 | activation (reporter increase), % at 12.5 µM | Huh7 miR-122 Renilla luciferase sensor, 48 h; neutral wells = 0, positive control = 100 | AID 602342, 2012;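 active = mean replicate activation score at least 90 and every replicate individually at or above 90; inconclusive = only one of the two criteria met; inactive = neither criterion met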;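 note: higher luciferase means less miR-122 activity so hits act as miR-122 inhibitors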
# ERp5 inh – inhibitors of ERp5-driven insulin aggregation, primary screen, biochemical, turbidity, absorbance 650 nm, single point. Protein disulfide-isomerase A6 (Homo sapiens), Q15084. 90 min. inhibition, % at 9.99 µM. hit rate 0.05% among 350,000. AID 651711, 2012;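 active = mean replicate inhibition above about 25%, with every replicate also reaching it, limit read from the data, passing the limit was not always enough; inconclusive = only one of those two criteria met; inactive = neither criterion met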
# Target sequence (Q15084 whole entry, looked up): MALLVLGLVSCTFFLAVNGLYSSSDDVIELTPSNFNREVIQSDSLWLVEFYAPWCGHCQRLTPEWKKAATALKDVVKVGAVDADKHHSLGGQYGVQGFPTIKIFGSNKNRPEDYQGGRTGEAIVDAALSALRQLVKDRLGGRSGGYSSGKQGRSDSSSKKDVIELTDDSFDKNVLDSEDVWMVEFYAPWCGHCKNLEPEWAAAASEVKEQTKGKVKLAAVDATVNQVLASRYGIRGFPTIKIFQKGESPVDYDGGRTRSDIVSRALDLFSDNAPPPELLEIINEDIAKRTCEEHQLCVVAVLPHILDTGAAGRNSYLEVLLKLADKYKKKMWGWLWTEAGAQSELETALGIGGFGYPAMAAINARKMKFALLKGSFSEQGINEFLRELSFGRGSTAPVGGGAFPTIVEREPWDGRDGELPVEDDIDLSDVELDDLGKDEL
# Statin myotox sup – suppressors of statin myotoxicity in C2C12 myotubes, primary screen, cell-based, single point, plate reader; C2C12 myotubes + simvastatin, ATP luminescence, 48 h; scaled: DMSO 0, geranylgeraniol control 100; rescue of ATP level, % at 7.49 µM; hit rate 0.78% among 330,000; AID 602340, 2012;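 active = mean ATP rescue above about 67%, or every replicate alone reaching that limit, limit read from the data, passing the limit was not always enough; inconclusive = no clear call, values can overlap the other calls; inactive = mean under the limit and some replicate under it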;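 note: myotubes were challenged with 10 µM simvastatin during compound exposure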
# Starred values were filed as active, the others as inactive; ? = inconclusive; . = no result given; & = joins results of further samples; [ ] = dose if it differs, or a comment. No enrichment for hits (roughly 4% active in at least one column).
SMILES,ARNT TACC3 PPI,Cneo AK release,esBAF inh,SIRT5 inh,miR-122 sensor,ERp5 inh,Statin myotox sup
CCOC(=O)N1CCN(Cc2nnc(-c3ccccc3C)o2)CC1,-5,-1,-3,-3,.,-1,9
Cc1nc(Nc2ccccc2F)c2nnn(Cc3ccccc3Cl)c2n1,-3,0,-1,.,.,4,7
Cn1c(=O)c(C(=O)c2ccc(S(C)(=O)=O)c(Cl)c2Cl)c(O)c2ccccc21,-6,8,9,3,-1,-1,0
CC(=O)c1ccc(Nc2cc(C)nc3ccccc23)cc1,-11,.,.,-2,27,-4,.
CCCCn1c(SCC(=O)NCc2ccco2)nnc1-c1ccoc1C,.,1,-5,.,-3,.,3
O=C(Nc1ccc(C(=O)NCCCN2CCCCC2)cc1)C1=CSCCO1,-1,7,4,2,.,-2,5
COc1ccccc1C(=O)NC(CCSC)C(=O)NCC(c1cccs1)N(C)C (stereo not drawn),-3,.,.,3,.,-7,.
CCOP(=O)(OCC)C(NC(C)=O)C(=O)c1ccccc1 (stereo not drawn),-3,.,.,0,.,1,.
Cn1cnc(CCNC(=O)C[C@H]2CC[C@H]3[C@@H](COC[C@@H](O)CN3C(=O)C3CC3)O2)c1,0,-3,1,-1,4[16.7 µM],1,-6
C[C@H]1CN([C@@H](C)CO)C(=O)c2cccc(NC(=O)c3cnccn3)c2O[C@H]1CN(C)Cc1ccc(Cl)c(Cl)c1,7,-4,5,-2,35[16.7 µM],-2,10
CCOC(=O)N1CCC(N2C(=O)c3ccc(C(=O)NCc4ccco4)cc3C2=O)CC1,-5,2,-7,-2,.,1,0
COc1ccc(CNC(=O)CNS(=O)(=O)c2ccc(Cl)cc2)cc1,-6,.,.,-5,.,-2,.
COc1ccc(-c2cc(CNS(=O)(=O)c3cc(OC)ccc3OC)on2)cc1,.,3,6,-5,.,-6,2
COc1ccc(CCC(=O)N2CCN(S(=O)(=O)c3cccc(C(F)(F)F)c3)CC2)cc1OC,.,.,5,-5,.,-12,2
O=C(CCCNC(=O)c1ccc(Cl)cc1)Nc1ccc(Br)cc1,.,3,1,-1,.,2,4
COc1ccc(C(=O)Nc2cc(-c3ccccc3)nn2-c2ccccc2F)cc1,-6,1,10,-5,5,-3,-5
CNC(=O)C[C@H]1CC[C@@H]2[C@@H](COc3ccc(NS(=O)(=O)c4cccc(F)c4)cc3C(=O)N2C)O1,-14,-2,1,-7,6[16.7 µM],-4,6
CC(=O)NC(Cc1ccc(F)c(F)c1)C(=O)NC1CCN(C(=O)c2ccc(Cl)cc2)CC1 (stereo not drawn),.,5,-2,-6,-2,3,-3
O=c1c(-c2ccccc2)coc2c(CN3CCCC3)c(O)ccc12,-8,0,-3,.,.,.,7
Cc1noc(C)c1NC(=O)Nc1ccc2c(c1)C(=O)N([C@H](C)CO)C[C@H](C)[C@H](CN(C)S(=O)(=O)c1cccs1)OCCCC[C@H](C)O2,-8,-1,1,0,1[16.7 µM],3,-55
NNC(=O)c1ccc2[nH]c3c(c2c1)CCCC3,-2,.,.,-1,.,2,.
O=C(c1n[nH]c(=O)c2ccccc12)N1CCN(c2ccccc2)CC1,0,1,9,.,-3,.,9
Nc1[nH]c(N=NC(=O)c2ccccc2O)c2ccccc12,60*,-10,.,.,1,.,.
COc1ccc(-n2nnnc2CNC(=O)C2CC(=O)N(c3ccc(Cl)cc3)C2)cc1 (stereo not drawn),-1,-2,.,-6,.,5,.
CC(=O)Oc1ccccc1C(=O)Nc1ccccc1,1,-2,-2,.,.,-2,-6
SMILES,ARNT TACC3 PPI,Cneo AK release,esBAF inh,SIRT5 inh,miR-122 sensor,ERp5 inh,Statin myotox sup
Cc1oc2ccc(OS(C)(=O)=O)cc2c1C(=O)OC(C)C,-2,.,.,-1,.,0,.
CC(=O)c1ccc(NC(=O)CCNS(=O)(=O)c2cc(Br)cnc2N)cc1,-16,-1,-5,-9,55,1,-6
COc1ccc(CN(C)C[C@@H]2OCCCC[C@@H](C)Oc3ccc(NC(=O)Nc4ccc(F)cc4)cc3C(=O)N([C@@H](C)CO)C[C@H]2C)cc1,6,0,0,-4,-12[16.7 µM],4,57
O=C(Nc1nccs1)C1CCCN1S(=O)(=O)c1ccc(F)cc1 (stereo not drawn),-6,1,-7,.,-2,.,.
Cc1ccn2cc(CNS(=O)(=O)c3ccc4ccccc4c3)nc2c1,-11,-2,-5,-3,.,1,-10
CCN(CC)CC(C)OC(=O)c1ccccc1Cl (stereo not drawn),4,4,0,-7,4,-9,2
Cc1cc(C)cc(COc2ccc3c(C)c(CC(=O)O)c(=O)oc3c2C)c1,30,0,-2,-27,.,2,4
Cc1cc(C)c2oc(C(=O)Nc3ccc(S(=O)(=O)N4CCC(C)CC4)cc3)cc(=O)c2c1,3,.,6,-4,-4,7,-60
CSC(=S)NCc1cccnc1,.,.,-7,-4,?,-6,32
CCOC(=O)C1=C[C@@H](CC)N(S(=O)(=O)c2ccccc2)[C@H]1c1ccccc1,.,22,-4,-2,-6,14,3
OC[C@H]1O[C@@H](c2nc3ccc(-c4nc(-c5ccc(Br)cc5)no4)cc3[nH]2)C[C@@H]1O,.,-3,55*,.,2,2,-3
CC1NC(=O)COC1c1ccccc1 (stereo not drawn),.,0,-1,.,-6,-3,0
CCCc1cc(C(F)(F)F)c(C#N)c(=O)[nH]1,.,1,0,.,-2,.,-2
CNC[C@@H]1OCCCC[C@@H](C)Oc2ccc(NC(=O)c3ccccc3)cc2C(=O)N([C@@H](C)CO)C[C@@H]1C,-3,2,-1,1,4[16.7 µM],2,6
CCn1c(SC(C)C(=O)N2CCOCC2)nc2sc(C)c(C)c2c1=O (stereo not drawn),.,1,-7,-3,-2,-3,1
COc1ccc([C@H]2CC(=O)C=C(c3ccc(Cl)cc3C)C2)cc1,-15,-2,9,2,.,-1,26
Cc1cc(-n2cnnn2)cc(C)c1S(=O)(=O)N(C)c1ccccc1,-4,-1,3,-3,-25,0,-22
O=C(Nc1ccc(S(=O)(=O)NC2=NCCCCC2)cc1)c1ccco1,2,.,.,-5,.,-6,.
CC1(C)Cc2c(sc3c2c(=N)n(Cc2ccco2)c(=O)n3Cc2ccccc2)CO1,18,-5,1,.,-6,.,20
CC(=O)N1CCN(Cc2nc3cc(Cl)ccc3c(=O)[nH]2)CC1,-2,1,1,6,-2,1,-6
Oc1ccc(C23CC4CC(CC(C4)C2)C3)cc1O,8,0,7,-2,.,3,-3
COc1ccc2nc(/C=N/NC(=O)CCNC(=O)OC(C)(C)C)ccc2c1,7,.,.,-1,.,3,.
C=CCSc1nnc(-c2nnc(SCC=C)n2-c2ccccc2)n1-c1ccccc1,-2,0,5,.,-3,.,0
Nc1nc(/C=C/c2cccnc2)nc(-c2ccccc2O)n1,0,.,.,5,.,-7,.
COc1ccc(S(=O)(=O)N(C)C[C@@H]2OCCCC[C@@H](C)Oc3ccc(NS(=O)(=O)c4ccccc4)cc3C(=O)N([C@@H](C)CO)C[C@H]2C)cc1,3,1,4,5,-7[16.7 µM],-1,.
SMILES,ARNT TACC3 PPI,Cneo AK release,esBAF inh,SIRT5 inh,miR-122 sensor,ERp5 inh,Statin myotox sup
O=C(N[C@@H]1C/C=C\C[C@@H](CC(=O)N(CCO)Cc2ccccc2)C(=O)NC[C@H](c2ccccc2)OC1=O)OCC1c2ccccc2-c2ccccc21,15,0,-16,.,-2,-2,-29
COc1ccc(CNC(=O)c2cc3ccccc3oc2=O)cc1,5,2,-6,-4,-4,-4,7
O=C(NNC(=O)C1CC1)c1ccc(F)cc1F,3,-1,-2,.,17,7,1
CC(=O)N1C(Nc2ccc(Cl)cc2)CCN1c1ccccc1 (stereo not drawn),-3,-1,-2,.,-2,.,-13
COc1cc(OC)c(C=CC(=O)c2ccccc2O)c(OC)c1,-4,-1,29,.,7,0,4
COC(=O)c1ccc(/C=C2/SC(=S)N(CCC(=O)N3CCOCC3)C2=O)cc1,2,5,8,-7,-5,-9,71*
COCCNC(=O)C(=O)NCC1CCCN1S(=O)(=O)c1cccs1 (stereo not drawn),.,-2,-7,.,-4,-3,6
COc1ccc2c(c1)c1ncn(Cc3ccco3)c(=O)c1n2C,4,0,-1,.,1,.,-8
O=c1cnnc(N/N=C/C2CC=CCC2)[nH]1 (stereo not drawn),65*,2,.,0,.,-1,.
CC(C)CN1CCN(C(=O)COC(=O)c2ccc(S(C)(=O)=O)c([N+](=O)[O-])c2)CC1,.,-7,10,.,-4,0,1
COCCCN1C(=O)C(CC(=O)NCc2ccco2)CC(C(=O)N(C)C)=C1C (stereo not drawn),.,-2,-6,6,6,0,6
CC(C)NC(=O)N(C)C[C@H]1Oc2ccc(NC(=O)CCC(F)(F)F)cc2C(=O)N([C@H](C)CO)C[C@@H]1C,0&0&1,9&3&3,5&0&-6,-13&-6,0[16.7 µM],-3&1&0,7&11&9
CCOC(=O)CN1N=C(/C=C/c2ccc(C)cc2)CCC1=O,0,0,11,.,-4,.,8
CCCCSc1nnc(CCC)n1N,-2,0,-2,.,5,.,9
CCOC(=O)c1cc2c(=O)n3cccc(C)c3nc2n(CCOC)c1=NC(C)=O,-9,0,.,-76,0,-4,.
O=C(N/N=C/c1cccc2ccccc12)c1ccncc1,5,1,6,1,3,0,8
Cc1cccc(S(=O)(=O)N2C[C@H]3[C@@H](c4ccccc42)[C@@H](CO)N3C(=O)C2CC2)c1,4,-3,0,2,-7[16.7 µM],4,58
NS(=O)(=O)c1cc(C(=O)NC2CCSc3ccccc32)ccc1Cl (stereo not drawn),8,1,-2,43*,2,9,1
Cc1cc(NC(=O)C(C)C)ncc1NC(=O)c1ccccn1,4,.,.,-3,.,4,.
C=CC(=O)N1c2ccccc2Sc2ccc(NC(=O)OCC)cc21,9,3,10,.,-3,.,17
CCCCn1nc(C(=O)NCC(=O)Nc2c(C)cccc2C)c2ccccc2c1=O,-11,-1,-4,-3,-8,-7,7
Cc1ccc(S(=O)(=O)N2C[C@@H]3[C@H]4CC[C@H](C4)[C@@H]3[C@@H](C)[C@@H]2c2ccn([Si](C(C)C)(C(C)C)C(C)C)c2)cc1,-2,-1,1,-2,-3,-2,-13
Cc1cccc(CS(=O)(=O)Cc2ccc(C(=O)O)o2)c1,-10,1,-4,.,-4,.,-5
COc1cc(Cl)ccc1OCc1cc(C(=O)N(C)CC2CCCCO2)no1 (stereo not drawn),5,0,70*,-4,-5,-5,10
O=C(c1ccncc1)N1C[C@@H]2[C@H](c3ccccc31)[C@@H](CO)N2Cc1ccc(F)cc1,1,-4,-1,-2,17[16.7 µM],-3,-2
CO[C@H]1CN(C)C(=O)c2ccc(NC(=O)c3nc4ccccc4s3)cc2OC[C@H](C)N(Cc2ccncc2)C[C@H]1C,-4,-1,4,12,.,10,24

# Compound profiles, as listed above. Order of values: ARNT TACC3 PPI, Cneo AK release, esBAF inh, SIRT5 inh, miR-122 sensor, ERp5 inh, Statin myotox sup
# C=CC(=O)N1c2ccccc2Sc2ccc(NC(=O)OCC)cc21 in the list: 9, 3, 10, ., -3, ., 17
# O=C(N/N=C/c1cccc2ccccc12)c1ccncc1 in the list: 5, 1, 6, 1, 3, 0, 8
# CC(C)NC(=O)N(C)C[C@H]1Oc2ccc(NC(=O)CCC(F)(F)F)cc2C(=O)N([C@H](C)CO)C[C@@H]1C in the list: 0&0&1, 9&3&3, 5&0&-6, -13&-6, 0[16.7 µM], -3&1&0, 7&11&9
